PTEN del growth: growth suppression of PTEN-null HCT116, primary screen, cell-based, CellTiter-Glo; HCT116 PTEN-null viability, 60 h; active compounds read low; viability, % at 10 µM; hit rate 1.2% among 140,000; AID 827, 2007;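 active means viability at or below a set limit, 4 SD under the median of all tested compounds, cut at about 3.7% in these data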;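 further: PTEN knockout HCT116 line with beta catenin targeted HCT116 as companion control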
Yeast lifespan up: compounds extending yeast replicative lifespan, primary screen, S. cerevisiae, OD615; S. cerevisiae growth with nicotinamide; deaD strain in restrictive glucose medium; inhibition of the nicotinamide effect, % at 10 µM; hit rate 0.68% among 130,000;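 active means inhibition above a set limit, placed 3 SD over the median of all compounds, cut at about 26% in these data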;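 further: 0% = nicotinamide-treated wells and 100% = cells grown without nicotinamide; some compounds called inactive have numbers as strong as hits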
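Assay system: DeaD-strain S. cerevisiae. Medium: CSMM-D glucose medium, restrictive. Reagent: nicotinamide, 1.5 mM, co-present with compound. Compound: 10 µM single point, 0.25% DMSO. Schedule: culture preincubation 4 h, compound exposure 48 h, both 30 °C. Detection: absorbance at 615 nm.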
Phagocytosis inh: inhibitors of macrophage phagocytosis, primary screen, imaging, J774A.1 cells, IgG beads; J774A.1 macrophage IgG-bead phagocytosis; inhibition, % at 5 µM; hit rate 0.07% among 110,000; AID 1029, 2008;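 active means inhibition above the mean of the plate negative controls plus 5 SD, cut at about 13% in these data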;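 further: phagocytic index as fraction of beads internalized from green versus red external bead signal; plate controls were DMSO negative control for no effect and cytochalasin-D positive control for full effect; some results beyond the cut were filed as inactive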
NPY Y2 blocker: NPY-Y2 receptor antagonists, primary screen, cell-based; inhibition, % at 2.7 µM; NPY-Y2 expressing cells, antagonist mode; AID 793, 2007; hit rate 0.99% among 140,000; in the data active means inhibition above about 17%;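 further: 0% = vehicle with agonist challenge and 100% = reference antagonist with challenge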
Target sequence (P49146 whole entry, looked up): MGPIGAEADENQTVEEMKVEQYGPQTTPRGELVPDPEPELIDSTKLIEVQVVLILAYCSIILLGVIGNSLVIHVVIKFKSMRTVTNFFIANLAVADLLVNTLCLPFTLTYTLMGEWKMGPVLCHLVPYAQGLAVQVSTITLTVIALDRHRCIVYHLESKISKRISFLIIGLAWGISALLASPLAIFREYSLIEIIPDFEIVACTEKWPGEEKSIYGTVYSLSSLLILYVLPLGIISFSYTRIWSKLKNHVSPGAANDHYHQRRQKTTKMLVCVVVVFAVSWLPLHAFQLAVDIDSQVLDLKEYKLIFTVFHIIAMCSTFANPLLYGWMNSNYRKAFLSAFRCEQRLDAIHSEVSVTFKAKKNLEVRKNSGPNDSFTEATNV
E-sel TNF inh: E-selectin induction blockers in HUVEC – imaging, immunofluorescence, high content, primary screen; hit rate 0.71% among 120,000; inhibition, % at 2 µM; HUVEC TNFa-induced E-selectin immunofluorescence;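 active means inhibition above the batch mean plus 3 SD, and confirmed as a hit on visual image review, cut at about 43% in these data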;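 further: 0% = TNF-stimulated DMSO wells and 100% = unstimulated control wells; not every result past the cut was called active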
BB579 growth dn: growth inhibitors of yeast BB579 in restrictive medium, primary screen, yeast lifespan-shortening project, S. cerevisiae | OD615, 48 h | inhibition, % at 10 µM | hit rate 0.51% among 140,000;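 active means inhibition above a set limit, 3 SD over the mean compound inhibition, cut at about 44% in these data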; further: inactives centre near -24
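System: Saccharomyces cerevisiae DeaD strain BB579, replicative lifespan model yeast | Buffer or medium: Restrictive glucose-based CSMM-D medium | Times: 4 h preincubation and 48 h exposure at 30 °C | Detection: OD615 turbidity measurement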
bCat KO growth: primary screen for growth suppressors in beta-catenin knockout HCT116 cells (colon tumor, human) | viability, % at 10 µM | hit rate 1.5% among 140,000 | HCT116 beta-catenin knockout viability, CellTiter-Glo, 60 h; active compounds read low;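 active means viability at or under a set limit, the compound median less 4 SD, cut at about 6% in these data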;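 further: 0% = Hyamine 1622 control at 20 µM and 100% = untreated cell control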
GALR2 antag: GALR2 antagonists in receptor-expressing cells, primary screen; Galanin receptor type 2 (Homo sapiens), O43603; antagonist mode; AID 828, 2007; inhibition, % at 4 µM; hit rate 0.39% among 140,000; in the data active means inhibition above about 27%;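 further: cells stimulated with galanin 1-16 at roughly its EC80; 0% = agonist challenge control and 100% = basal control without agonist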
Target sequence (O43603 whole entry, looked up): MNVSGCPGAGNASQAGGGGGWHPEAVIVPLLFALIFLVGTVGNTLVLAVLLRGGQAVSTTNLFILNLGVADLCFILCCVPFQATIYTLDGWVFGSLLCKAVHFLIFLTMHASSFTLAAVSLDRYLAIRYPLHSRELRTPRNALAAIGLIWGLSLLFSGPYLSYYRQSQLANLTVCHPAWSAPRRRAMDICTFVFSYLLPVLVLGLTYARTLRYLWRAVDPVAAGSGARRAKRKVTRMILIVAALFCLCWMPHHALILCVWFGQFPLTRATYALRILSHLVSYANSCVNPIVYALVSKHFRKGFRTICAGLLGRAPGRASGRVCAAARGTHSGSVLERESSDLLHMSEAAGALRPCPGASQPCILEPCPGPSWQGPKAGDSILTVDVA
Measles CPE: compounds protecting cells from measles virus cytopathic effect, primary screen, measles RdRp inhibitor project, single point, MLSMR library, absorbance | Measles virus-infected cells, CPE protection | protection (pct of control), % at 4 µM | hit rate 1.5% among 140,000 | AID 841, 2007; in the data active means protection mostly above about 24%, no sharp cut-off; inactive means mostly below about 26%; further: some compounds called inactive have numbers as strong as hits
MRP-1 activ: H69AR viability gain despite doxorubicin, primary screen, MRP-1 activator project, H69AR cells, CellTiter-Glo | viability rescue | viability increase, % at 10 µM | hit rate 0.61% among 140,000 | AID 799, 2007;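 active means viability gain under doxorubicin at or above a set limit, the compound median plus 3 SD, cut at about 4.7% in these data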;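 further: MRP-1 overexpressing cells given doxorubicin 25 µM after compound pretreatment; 18-22 h compound pretreatment then 72 h with doxorubicin before readout; 0% = doxorubicin-only wells and 100% = vehicle-treated cells without doxorubicin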
* = called active by the depositor; . = not tested or not shown.

Each structure is followed by: E-sel TNF inh	Yeast lifespan up	NPY Y2 blocker	MRP-1 activ	BB579 growth dn	GALR2 antag	Phagocytosis inh	bCat KO growth	PTEN del growth	Measles CPE
O=S(=O)(NC1CCCCC1)c1ccc(Cl)nc1
  .	12	2	-1.8	-25	25	0	97	103	3
CC1CCN(C(=O)CSc2nnc(CSc3ncccn3)n2C)CC1
  -21	-4	0	0.5	-35	1	0	95	103	16
Cc1ccc2c(c1)c(C)c(C)n2CC(O)CN1CCOCC1 (stereo not given)
  23	.	4	-2.9	-22	18	.	98	88	6
Cc1ccc(C(=O)N/C(=C/c2ccco2)C(=O)Nc2cccc(C)c2)cc1
  12	-8	1	-4.1	-25	-8	-2	73	80	8
COc1ccc(N2CCSC2C(=O)NN)cc1 (stereo not given)
  3	.	0	-1.7	-7	-1	.	99	110	8
Cc1ccc(N2C(=O)CC(Sc3ncn[nH]3)C2=O)cc1 (stereo not given)
  -30	-1	0	-3.2	-3	-5	-2	86	98	1
CCCc1ccc(OCc2ccc(C(=O)N3CCN(c4ccccn4)CC3)o2)c(OC)c1
  -2	-3	14	-2.2	-82	-3	-6	51	48	3
Cc1cc(C)n(-c2nc(Nc3ccccc3C(F)(F)F)nc(-n3nc(C)cc3C)n2)n1
  -23	.	19*	-6.5	-49	10	.	2.9*	3.5*	8
CCOC(=O)C1=C(N)Oc2c(c(=O)[nH]c3ccccc23)C1c1ccccc1 (stereo not given)
  9	-6	4	-1.5	-57	-9	-1	33	15	11
Cn1c(SCC#N)nnc1-c1cccnc1
  6	3	1	-0.6	-48	1	-4	112	101	3
CC1CC(C(F)(F)F)n2nc(C(=O)O)cc2N1 (stereo not given)
  3	-2	2	-0.4	-66	-8	.	92	100	5
CCN(CC)CCCN1C(=O)C(=O)/C(=C(/O)c2ccc3c(c2)OCCO3)C1c1ccco1 (stereo not given)
  .	-5	-1	-2.8	-28	-2	1	98	102	11
O=C(O)C1CC(c2ccccc2)=NO1 (stereo not given)
  .	-12	0	1.8	-19	-3	1	114	108	4
CCC(C)[C@H](NC(=O)NCC1CCCO1)C(=O)OC (stereo not given in full)
  -1	-8	0	-1.3	-29	4	0	96	107	4
CN1CC(=O)N(CC(=O)Nc2ccc(F)cc2)c2ccccc2C1=O
  12	-11	0	0.8	-64	-8	0	92	101	15
Cc1cc(C)n(-c2nnc(C)n2NC(=O)c2cccc(Cl)c2)n1
  -44	.	1	0.4	-43	-6	.	100	101	20
CCOC(=O)N1CCC(NC(=O)Cn2c3ccccc3c3cn[nH]c(=O)c32)CC1
  -9	-8	4	-2.0	22	13	0	91	90	-1
CCOC(=O)N1CCN(C(=S)Nc2ccc3nc(N4CCN(CC)CC4)cc(C)c3c2)CC1
  .	-1	0	-3.8	-11	21	-10	69	72	4
O=C(NN=C1CCCCC1)NC1CCCCC1
  31	-5	2	-0.4	-25	4	-11	99	97	15
CCOc1ccc(-c2nnn(CC(=O)NCCc3c[nH]c4ccccc34)n2)cc1
  4	0	4	-0.1	-40	2	0	100	111	26
CCOC(=O)c1ccc(N2C(=O)C=CC2=O)cc1
  3	-7	2	-0.1	-33	-2	4	97	110	5
Cc1n[nH]c(=S)n1/N=C/c1ccccc1OCc1ccc(Cl)cc1Cl
  12	-2	17*	-4.5	-23	2	-4	65	64	6
O=C(OCc1ccccc1Cl)c1ccccc1C(=O)c1ccccc1
  22	-15	10	-1.3	-26	3	.	83	91	7
COc1ccc(C)cc1NC(=O)CCCN1C(=S)NC(C)(C)CC1C (stereo not given)
  -16	4	-1	-2.7	-17	1	-6	100	86	4
Nc1c(-c2cccc([N+](=O)[O-])c2)nc2ccccn12
  -15	-4	1	0.3	-51	0	1	79	85	14
COc1ccc(NC(=O)CC2SC(=Nc3ccccc3)NC2=O)c(OC)c1 (stereo not given)
  .	-10	0	-0.9	15	-3	0	102	88	3
COc1ccc(NCc2cc3ccccc3[nH]c2=O)cc1
  .	-16	0	-2.5	-27	13	-1	82	91	6
O=C(Cn1ccsc1=NC(=O)c1ccco1)c1ccccc1
  7	-22	0	-3.2	-43	-3	-1	93	88	4
CN(CC(O)COc1ccc(S(=O)(=O)N2CCOCC2)cc1)C1CCCCC1 (stereo not given)
  -20	-13	1	-1.9	-37	-6	1	85	93	4
COc1ccccc1Nc1nc(C)cc(C)c1C(N)=O
  -4	-4	-3	-1.3	-6	-10	0	95	94	2

Some of the entries so far, bar-delimited.
smiles | E-sel TNF inh | Yeast lifespan up | NPY Y2 blocker | MRP-1 activ | BB579 growth dn | GALR2 antag | Phagocytosis inh | bCat KO growth | PTEN del growth | Measles CPE
Cc1ccc(N2C(=O)CC(Sc3ncn[nH]3)C2=O)cc1 (stereo not given) | -30 | -1 | 0 | -3.2 | -3 | -5 | -2 | 86 | 98 | 1
CCCc1ccc(OCc2ccc(C(=O)N3CCN(c4ccccn4)CC3)o2)c(OC)c1 | -2 | -3 | 14 | -2.2 | -82 | -3 | -6 | 51 | 48 | 3
Cc1cc(C)n(-c2nc(Nc3ccccc3C(F)(F)F)nc(-n3nc(C)cc3C)n2)n1 | -23 | . | 19* | -6.5 | -49 | 10 | . | 2.9* | 3.5* | 8

Returning to the listing, repeating the 3 entries before the break.
Each structure is followed by: E-sel TNF inh	Yeast lifespan up	NPY Y2 blocker	MRP-1 activ	BB579 growth dn	GALR2 antag	Phagocytosis inh	bCat KO growth	PTEN del growth	Measles CPE
O=C(Cn1ccsc1=NC(=O)c1ccco1)c1ccccc1
  7	-22	0	-3.2	-43	-3	-1	93	88	4
CN(CC(O)COc1ccc(S(=O)(=O)N2CCOCC2)cc1)C1CCCCC1 (stereo not given)
  -20	-13	1	-1.9	-37	-6	1	85	93	4
COc1ccccc1Nc1nc(C)cc(C)c1C(N)=O
  -4	-4	-3	-1.3	-6	-10	0	95	94	2
COc1ccc(NC(=O)/C(Cl)=C(/Cl)S(=O)Cc2ccc(C)cc2)cn1 (stereo not given)
  28	46*	52*	-5.9	3	105*	0	1.0*	0.9*	-1
Cc1ccc(-n2c(SCC(=O)OC(C)C)nnc2-c2ccccn2)cc1
  29	14	4	-1.4	-37	-5	-1	94	102	8
O=C(Cn1cc2c(n1)CCCC2)NCCCN1CCN(c2ccccc2F)CC1
  .	-12	4	-3.6	-3	3	0	77	90	10
O=C(CCCc1nc(-c2ccc(Cl)cc2)no1)Nc1cccnc1
  2	-19	-1	0.2	-65	14	.	58	59	5
O=C(CCSc1ccccc1)NC1CCCC1
  -24	-4	1	-2.5	-15	-4	2	92	105	9
CC(=O)C1C(c2ccc(F)c(F)c2)NC(=O)NC1(O)C(F)(F)F (stereo not given)
  3	.	0	-1.8	-14	-2	.	76	94	20
CCS(=O)(=O)N1CCN(S(=O)(=O)c2ccccc2)CC1
  7	-4	3	-2.8	8	-5	.	101	98	11
COc1ccc(NS(=O)(=O)c2cccc(Cl)c2)cc1S(=O)(=O)N1CCCCC1
  9	-1	3	-1.1	-23	1	4	87	92	9
O=C(NCCN1C(=O)S/C(=C\c2ccc(OC(F)F)cc2)C1=O)[C@@H]1CCCN1C(=O)c1cccs1
  .	-3	2	-2.4	-45	6	.	80	79	14
CCOC(=O)Cn1nnnc1C(CC)N(Cc1cccs1)Cc1cc2ccc(OC)cc2[nH]c1=O (stereo not given)
  -5	0	8	-0.9	-35	0	1	94	98	20
C=CCn1c(CNC(=O)c2ccccc2C)nnc1SCC(=O)NC1CCCC1
  .	11	2	-0.9	-66	-7	1	94	91	10
CC(=O)Nc1nc2ccccc2n1CCN1CCOCC1
  -30	.	1	0.0	-3	-3	.	94	105	20
Cn1c(CCNC(=O)c2ccccc2Cl)n[nH]c1=S
  30	-15	2	-0.9	11	2	.	104	110	2
COc1ccc(Nc2nc(N/N=C/c3ccc(N(C)C)cc3)nc(C)c2[N+](=O)[O-])cc1
  .	5	-5	1.0	-54	-3	-2	88	87	9
N=c1c2c3c(sc2ncn1CCCO)CCCC3
  -6	-9	3	-2.1	-16	-18	0	86	92	12
COC(=O)C[N+](C)(C)CC#Cc1ccccc1
  43	0	-1	-0.8	-1	6	.	110	106	4
CCc1noc(C)c1C(=O)N1CC(C)OC(C)C1 (stereo not given)
  .	9	-1	1.2	-50	-6	-2	108	104	23
CNc1ccccc1C(C)(C)c1cc(-c2ccc(F)cc2)no1
  .	-5	3	4.0	-1	-5	-8	23	33	7
C/C(CC1CC(C)OC1=O)=N\NC(N)=S (stereo not given)
  12	8	3	-0.3	-22	-2	-11	97	96	17
CC(C)OCCCN1CN(S(=O)(=O)c2ccc(Cl)cc2)c2nc3ccccc3nc21
  12	-8	5	-0.9	-24	-2	-4	83	72	6
CCN=C1SC(C(=O)Nc2ccccc2)CC(=O)N1CC (stereo not given)
  .	-12	2	0.3	3	-4	3	106	95	5
O=C(Nc1ccccc1C(F)(F)F)N1CCC(N2CCCCC2)CC1
  -8	2	4	-0.1	-33	4	-3	97	97	11
Cc1cccc(NC(=O)C2(C)CC3c4ccccc4C2c2ccccc23)c1C (stereo not given)
  -1	6	1	1.5	-18	2	-4	76	71	11
Cc1cc(C)c(NC(=O)/C(C#N)=C/c2ccc(OCc3ccc(F)cc3)cc2)c(C)c1
  14	1	4	2.1	-6	-14	0	87	89	4
O=C(Cc1ccc(Br)cc1)NCCc1ccc(Cl)cc1Cl
  .	4	3	1.9	-5	5	-6	80	67	14
Cc1ccc(NC(=O)c2cnccn2)c(OC(F)F)c1
  15	-14	1	0.1	-2	-5	0	86	85	18
CCCCNC(=O)C1CCN(S(=O)(=O)N2CCCCCC2)CC1
  -4	3	1	-0.5	-43	4	-2	89	104	7

Part of the list above, with each value named.
> CC(=O)C1C(c2ccc(F)c(F)c2)NC(=O)NC1(O)C(F)(F)F (stereo not given)
  E-sel TNF inh: 3
  Yeast lifespan up: .
  NPY Y2 blocker: 0
  MRP-1 activ: -1.8
  BB579 growth dn: -14
  GALR2 antag: -2
  Phagocytosis inh: .
  bCat KO growth: 76
  PTEN del growth: 94
  Measles CPE: 20

> CCS(=O)(=O)N1CCN(S(=O)(=O)c2ccccc2)CC1
  E-sel TNF inh: 7
  Yeast lifespan up: -4
  NPY Y2 blocker: 3
  MRP-1 activ: -2.8
  BB579 growth dn: 8
  GALR2 antag: -5
  Phagocytosis inh: .
  bCat KO growth: 101
  PTEN del growth: 98
  Measles CPE: 11

> COc1ccc(NS(=O)(=O)c2cccc(Cl)c2)cc1S(=O)(=O)N1CCCCC1
  E-sel TNF inh: 9
  Yeast lifespan up: -1
  NPY Y2 blocker: 3
  MRP-1 activ: -1.1
  BB579 growth dn: -23
  GALR2 antag: 1
  Phagocytosis inh: 4
  bCat KO growth: 87
  PTEN del growth: 92
  Measles CPE: 9
